Compound activity: PubChem, several laboratories
TNAP activators: stimulation of alkaline phosphatase TNAP activity – biochemical, luminescent, no phosphate acceptor, uHTS, primary screen (AID 1001); purified TNAP, luminescent activation assay, no phosphate acceptor; higher activation fold means a stronger effect; activation fold at 20 µM; hits with a dose series show EC50 in µM; 200,000 compounds, 0.03% hits; in the data active = activation fold from about 3, or a potency from the dose series; inactive = the rest, 99 in 100 with activation fold below about 1.6; also: many of its hits are not listed in these tables
Insulin prom up: MIN6 insulin promoter up-regulation; MIN6 insulin promoter-GFP reporter, high-content imaging; hits give high values; z-score at 5 µM; 190,000 compounds, 0.3% hits; AID 1625;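 active = z-score above 3 at 5 µM with at least 500 cells counted in the well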
MT stabilizer: stabilizes microtubules in HeLa cells. HeLa tubulin immunostaining HCS, 24 h; share of cells brighter than vehicle mean+2SD. % tubulin-high responders, % at 10 µM. 200,000 compounds, 0.83% hits;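 active = plate Z-score above 3 for both tubulin-high and condensed-nucleus cell shares, with cell loss under 80%, at 10 µM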;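 also: anti alpha tubulin signal scored within the nucleus-defined area of each cell; some results filed as inactive read as strong as hits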
human PMI inhibition: inhibitors of human PMI, primary screen, biochemical, fluorescence intensity, coupled assay (AID 1209); 190,000 compounds, 0.42% hits; one-dose inhibition, % at 20 µM; IC50 in µM for titrated hits; purified PMI enzyme, coupled fluorescence intensity; higher % means a stronger effect;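 also: plate controls were DMSO vehicle for no effect and wells lacking substrate for full effect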
b-catenin transl: alters nuclear translocation of beta-catenin in HeLa cells; nuclear translocation activity, % at 5 µM; AID 1665; 190,000 compounds, 0.3% hits; immunofluorescence imaging;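 active = nuclear translocation activity above 50% at 5 µM, with a well cell count of 50 or more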;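 also: per-cell ratio of nuclear to cytoplasmic median beta-catenin stain intensity; plate controls were DMSO negative control for no effect and GSK-3 inhibitor IX positive control for full effect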
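System: HeLa cells, endogenous beta-catenin; compound dosing: 5 µM primary single dose, 0.1% DMSO, 0.02–20 µM confirmation series; incubation: 24 h compound exposure at 37°C, 5% CO2; signal: beta-catenin immunofluorescence imaging with DAPI; evaluation: % activation, nuclear-to-cytoplasmic median beta-catenin signal ratio per cell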
T cell HTS: T cell immune modulators affecting CD8 T cell-vesicle binding; 2C CD8+ T cell-vesicle binding, flow cytometry; hits give low values; 330,000 compounds, 0.068% hits; calls only at 7 µM;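 active = response, share of CD8 T cells binding vesicles, and their 90th percentile fluorescence all below set limits, cut at about 80% in these data, passing the limit was not always enough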
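Also added: QL9-peptide-loaded Drosophila micro-vesicles bearing Ld, ICAM-1 and B7-1; Test system: purified 2C TCR transgenic mouse naive CD8+ T cells; Measured by: cytometric PE anti-B7-1 and Alexa647 anti-CD8 signals after 1% paraformaldehyde fixation; Timing: binding step 1.5 h, 37 °C, antibody labelling 20 min, ice.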
Hep lipid drop: hepatic lipid droplet formation modulation; 240,000 compounds, 0.4% hits; AML12 mouse hepatocytes, oleate lipid droplets, BODIPY imaging; AID 1656; inhibition, % at 6.5 µM;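 active = lipid droplet intensity inhibited by at least 50%, with more than 500 cells counted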
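Material: mouse AML12 hepatocyte cell line, fixed after treatment; Timing: compound with oleate, overnight; Technique: high-content imaging of BODIPY-stained droplets and DAPI nuclei; Probe or stimulus: oleate, 100 µM final; Dosing: compound at 6.5 µM only.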
human PMI inhibitors: MPI inhibition at elevated mannose 6-phosphate – biochemical, fluorescence intensity, high mannose 6-phosphate, primary screen (AID 1220); recombinant PMI enzyme, coupled fluorescence intensity; higher % means a stronger effect; inhibition, % at 20 µM; hits with a dose series show IC50 in µM; 190,000 compounds, 0.66% hits
Autophagy mod: alters autophagy in cells; MEF GFP-LC3 puncta imaging; test concentration mostly 10 µM; 190,000 compounds, 0.98% hits; calls only at 10 µM (by protocol);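 active = percentage of spot-positive cells more than 3 SD above its plate mean, without a fluorescence outlier flag or 80% toxicity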;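 also: spot-positive cell cutoff set from DMSO-treated cells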
Insulin prom up cell count: recorded beside Insulin prom up, whose call it bears; cell count; measured here: cytotoxicity, nuclei count;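 total cells summed across four imaged fields per well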
Hep lipid drop cells 6.5 µM: second read-out of Hep lipid drop, no call of its own (marks repeat the call); cell count; measured here: cell count, cytotoxicity flag;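 cells counted across two imaged fields per well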
b-catenin transl cell count 5 µM: second read-out of b-catenin transl, no call of its own (marks repeat the call); cell count; measured here: cell count, cytotoxicity flag
T cell HTS vesicle-bound %: further read-out of T cell HTS, marked with its call; double positive events, %; measured here: CD8+ vesicle-bound cell fraction;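 binding gate set so that unloaded-vesicle control wells show 10% double positive cells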
MT stabilizer Hoechst-high %: further read-out of MT stabilizer, marked with its call; % Hoechst-high responders; measured here: nuclear condensation Hoechst responders;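 share of cells brighter than vehicle mean plus two SD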
MT stabilizer cytotoxicity %: recorded beside MT stabilizer, whose call it bears; toxicity, %; measured here: cytotoxicity by cell density;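 0% = mean cell density of plate MIN control wells and 100% = no cells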
Autophagy mod cell loss 18 h: further read-out of Autophagy mod, marked with its call; toxicity, %; measured here: cell loss, nuclei count;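 cell loss after 18 h compound exposure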
Numbers without * were called inactive. Rule as the data show it, unless noted: active = inhibition above about 50%; inactive = the rest.

For COc1cccc(NC(=O)CSc2nnnn2C(C)C)c1 the results were TNAP activators 1.1, Insulin prom up -0.22, MT stabilizer 2.2, human PMI inhibition 2%, b-catenin transl -1.1, T cell HTS inactive, Hep lipid drop 8, human PMI inhibitors 0%, Autophagy mod inactive, Insulin prom up cell count 1899, Hep lipid drop cells 6.5 µM 706, b-catenin transl cell count 5 µM 1038, T cell HTS vesicle-bound % 37, MT stabilizer Hoechst-high % 0.9, MT stabilizer cytotoxicity % 26 and Autophagy mod cell loss 18 h 7.
For Cc1nc(-c2ccc(Cl)cc2)sc1C1(C)CC(c2ccc([N+](=O)[O-])cc2)=NO1 (stereo not given) the results were Insulin prom up 0.64, b-catenin transl -1.4, T cell HTS inactive, Hep lipid drop 2, Insulin prom up cell count 829, Hep lipid drop cells 6.5 µM 692, b-catenin transl cell count 5 µM 1257 and T cell HTS vesicle-bound % 47.
`CSc1ccccc1NC(=O)c1ccccc1` gave TNAP activators 1, Insulin prom up -0.13, MT stabilizer 2.9, human PMI inhibition -5%, b-catenin transl -3.8, T cell HTS inactive, Hep lipid drop 5, human PMI inhibitors 0%, Autophagy mod inactive, Insulin prom up cell count 1327, Hep lipid drop cells 6.5 µM 708, b-catenin transl cell count 5 µM 1082, T cell HTS vesicle-bound % 24, MT stabilizer Hoechst-high % 3.3, MT stabilizer cytotoxicity % 9.0 and Autophagy mod cell loss 18 h -7.
`CC1(C)Cc2c(c(N3CCOCC3)nc3sc4c(NCc5ccco5)nnnc4c23)CS1` gave TNAP activators 1.1, Insulin prom up -6.4, MT stabilizer 2.0, human PMI inhibition 12%, b-catenin transl 0.6, T cell HTS inactive, Hep lipid drop 10, human PMI inhibitors 10%, Autophagy mod inactive, Insulin prom up cell count 1407, Hep lipid drop cells 6.5 µM 769, b-catenin transl cell count 5 µM 1078, T cell HTS vesicle-bound % 34, MT stabilizer Hoechst-high % 1.5, MT stabilizer cytotoxicity % 4.7 and Autophagy mod cell loss 18 h -1.
`Cc1c(Cl)c([N+](=O)[O-])nn1CC(=O)N1CCCC1` gave TNAP activators 1, Insulin prom up 0.94, MT stabilizer 2.8, human PMI inhibition -4%, b-catenin transl -4.4, T cell HTS inactive, Hep lipid drop -16, human PMI inhibitors -6%, Autophagy mod inactive, Insulin prom up cell count 1285, Hep lipid drop cells 6.5 µM 721, b-catenin transl cell count 5 µM 561, T cell HTS vesicle-bound % 55, MT stabilizer Hoechst-high % 3.2, MT stabilizer cytotoxicity % 9.5 and Autophagy mod cell loss 18 h 1.
For O=C(NC(=S)Nc1ccc(S(=O)(=O)Nc2nccs2)cc1)c1ccc(F)c(F)c1 the results were TNAP activators 0.9, Insulin prom up -0.74, MT stabilizer 6.2, human PMI inhibition 14%, T cell HTS inactive, Hep lipid drop -24, human PMI inhibitors -3%, Autophagy mod inactive, Insulin prom up cell count 744, Hep lipid drop cells 6.5 µM 500, T cell HTS vesicle-bound % 13, MT stabilizer Hoechst-high % 3.2, MT stabilizer cytotoxicity % 2.6 and Autophagy mod cell loss 18 h 27.
Screening N#Cc1c(NC(=O)CCn2cnc3ccccc3c2=O)oc(-c2ccccc2)c1-c1ccccc1 returned TNAP activators 1.2, MT stabilizer 2.0, human PMI inhibition 17%, T cell HTS inactive, Hep lipid drop -10, human PMI inhibitors 12%, Autophagy mod inactive, Hep lipid drop cells 6.5 µM 722, T cell HTS vesicle-bound % 41, MT stabilizer Hoechst-high % 1.8, MT stabilizer cytotoxicity % 6.6 and Autophagy mod cell loss 18 h -8.
Screening O=C(c1ccccc1[N+](=O)[O-])N1CCCN(C(=O)c2ccccc2[N+](=O)[O-])CC1 returned TNAP activators 1.1, Insulin prom up 0.45, MT stabilizer 1.2, human PMI inhibition -4%, b-catenin transl -1.6, T cell HTS inactive, Hep lipid drop -3, human PMI inhibitors -7%, Autophagy mod inactive, Insulin prom up cell count 1220, Hep lipid drop cells 6.5 µM 727, b-catenin transl cell count 5 µM 577, T cell HTS vesicle-bound % 40, MT stabilizer Hoechst-high % 1.9, MT stabilizer cytotoxicity % 5.3 and Autophagy mod cell loss 18 h 8.
For CCOc1ccc(C(=O)NC2CCN(C(=S)NCc3ccco3)CC2)cc1 the results were TNAP activators 1, Insulin prom up 0.78, MT stabilizer 1.6, human PMI inhibition 6%, b-catenin transl -1.3, T cell HTS inactive, Hep lipid drop -6, human PMI inhibitors 9%, Autophagy mod inactive, Insulin prom up cell count 1679, Hep lipid drop cells 6.5 µM 579, b-catenin transl cell count 5 µM 1069, T cell HTS vesicle-bound % 63, MT stabilizer Hoechst-high % 1.7, MT stabilizer cytotoxicity % 8.2 and Autophagy mod cell loss 18 h 10.
Screening O=C(NNc1ncnc2ccccc12)c1cccc(Cl)c1 returned Insulin prom up -1, b-catenin transl -0.6, T cell HTS inactive, Hep lipid drop 6, Insulin prom up cell count 1014, Hep lipid drop cells 6.5 µM 721, b-catenin transl cell count 5 µM 1323 and T cell HTS vesicle-bound % 26.
Cc1cccc(OCCN2C(=O)C(=O)c3cccc(C)c32)c1 was read as TNAP activators 1.3, Insulin prom up -0.06, MT stabilizer 2.1, human PMI inhibition 15%, b-catenin transl -1.7, T cell HTS inactive, Hep lipid drop -16, human PMI inhibitors 16%, Autophagy mod inactive, Insulin prom up cell count 1148, Hep lipid drop cells 6.5 µM 451, b-catenin transl cell count 5 µM 789, T cell HTS vesicle-bound % 8, MT stabilizer Hoechst-high % 1.7, MT stabilizer cytotoxicity % 12 and Autophagy mod cell loss 18 h -17.
For O=C(NCCN1CCCOC1=O)C(=O)NCCN1CCCOC1=O the results were Insulin prom up 0.44, b-catenin transl -0.5, T cell HTS inactive, Hep lipid drop -1, Insulin prom up cell count 1106, Hep lipid drop cells 6.5 µM 632, b-catenin transl cell count 5 µM 1313 and T cell HTS vesicle-bound % 23.
For Cc1nn(C)c(=O)n1-c1ccc(Oc2ccccc2)cc1 the results were TNAP activators 1, Insulin prom up 0.79, MT stabilizer 1.0, human PMI inhibition 23%, b-catenin transl -2.8, T cell HTS inactive, Hep lipid drop -16, human PMI inhibitors 15%, Autophagy mod inactive, Insulin prom up cell count 1877, Hep lipid drop cells 6.5 µM 545, b-catenin transl cell count 5 µM 1135, T cell HTS vesicle-bound % 29, MT stabilizer Hoechst-high % 1.3, MT stabilizer cytotoxicity % 6.6 and Autophagy mod cell loss 18 h 0.
Screening O=C(COC(=O)c1cccc(NS(=O)(=O)/C=C/c2ccccc2)c1)Nc1ccccc1OC(F)F returned TNAP activators 1.1, MT stabilizer 3.9, human PMI inhibition 29%, b-catenin transl 1.9, T cell HTS inactive, Hep lipid drop -47, human PMI inhibitors 14%, Autophagy mod inactive, Hep lipid drop cells 6.5 µM 424, b-catenin transl cell count 5 µM 902, T cell HTS vesicle-bound % 30, MT stabilizer Hoechst-high % 3.3, MT stabilizer cytotoxicity % 4.2 and Autophagy mod cell loss 18 h 9.
`[O-][n+]1c2c(nn1-c1ccc(Cl)c(Cl)c1)-c1nonc1CC2` gave TNAP activators 1.1, Insulin prom up 1.2, MT stabilizer 3.9, human PMI inhibition -4%, b-catenin transl -1.7, T cell HTS inactive, Hep lipid drop -3, human PMI inhibitors -2%, Autophagy mod inactive, Insulin prom up cell count 1258, Hep lipid drop cells 6.5 µM 678, b-catenin transl cell count 5 µM 1082, T cell HTS vesicle-bound % 55, MT stabilizer Hoechst-high % 2.4, MT stabilizer cytotoxicity % 12 and Autophagy mod cell loss 18 h -1.
For CCOC(=O)c1cc(-c2ccccc2)sc1NC(=O)C(C)N1C(=O)NC(C)(c2ccc(Cl)cc2)C1=O (stereo not given) the results were TNAP activators 1.1, Insulin prom up -2.1, MT stabilizer 1.0, human PMI inhibition 11%, b-catenin transl -7.0, T cell HTS inactive, Hep lipid drop 16, human PMI inhibitors 6%, Autophagy mod inactive, Insulin prom up cell count 951, Hep lipid drop cells 6.5 µM 722, b-catenin transl cell count 5 µM 1142, T cell HTS vesicle-bound % 43, MT stabilizer Hoechst-high % 0.9, MT stabilizer cytotoxicity % 12 and Autophagy mod cell loss 18 h 23.
Screening COc1ccc(-c2cc(C(=O)N3CCN(c4ncccn4)CC3)c3ccccc3n2)c(OC)c1 returned TNAP activators 1.1, Insulin prom up -1.5, MT stabilizer 4.3, human PMI inhibition 2%, b-catenin transl 1.5, T cell HTS inactive, Hep lipid drop -11, human PMI inhibitors 4%, Autophagy mod inactive, Insulin prom up cell count 1314, Hep lipid drop cells 6.5 µM 660, b-catenin transl cell count 5 µM 809, T cell HTS vesicle-bound % 43, MT stabilizer Hoechst-high % 3.7, MT stabilizer cytotoxicity % 8.5 and Autophagy mod cell loss 18 h -3.
Screening Cn1c(SCc2cc(=O)[nH]c3ccccc23)nnc1-c1ccco1 returned TNAP activators 1.1, Insulin prom up -0.1, MT stabilizer 2.3, human PMI inhibition 9%, b-catenin transl -1.6, T cell HTS inactive, human PMI inhibitors 14%, Autophagy mod inactive, Insulin prom up cell count 1459, b-catenin transl cell count 5 µM 897, T cell HTS vesicle-bound % 54, MT stabilizer Hoechst-high % 1.5, MT stabilizer cytotoxicity % 5.4 and Autophagy mod cell loss 18 h 8.
